High-throughput results as filed in PubChem.
Jurkat NFkB inh: inhibitors of the PMA/ionomycin-induced NF-kB reporter in Jurkat cells; PMA/ionomycin-induced NF-kB luciferase reporter, luminescence; inhibition, % at 4 µM; actives 0.53% (n = 330,000); in the data active = inhibition above about 50%
tim23-1 inh: growth inhibitors of tim23-1 mutant yeast; S. cerevisiae tim23-1 growth, BacTiter-Glo luminescence, 24 h; inhibition, % at 20 µM; actives 1.3% (n = 330,000);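 active = growth inhibition of the mutant yeast at or above 50%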;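 also: temperature-sensitive mutant grown at 25 °C; plate controls were DMSO-treated mutant yeast for no effect and medium wells lacking yeast for full effect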
UPR CHOP act: apoptotic UPR (CHOP) activation; activation, % at 10 µM; AID 449763; actives 0.34% (n = 330,000); CHO-CHOP luciferase reporter, luminescence; percent of tunicamycin response over DMSO baseline;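 active = at 10 µM dose, activation of 40% or more, normalized to positive control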;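 also: 100% = tunicamycin at 10 µg/mL and 0% = DMSO alone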
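Assay system: CHO-CHOP cells, stable luciferase reporter of PERK-eIF2a-CHOP signalling / Buffer or medium: F12 plus 10% serum / Compound dosing: one dose, 10 µM in 0.5% DMSO / Times: 6 h compound treatment, 37 °C / Technique: luciferase luminescence / Read-out: % reporter activation, DMSO baseline versus tunicamycin full activation / Benchmarks: tunicamycin and DMSO controls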
UPR XBP1 act: adaptive UPR (XBP1) activation | CHO-XBP1 luciferase reporter, IRE1-XBP1 UPR activation, luminescence; percent of tunicamycin response, DMSO as zero | AID 463104 | activation, % at 20 µM | actives 0.33% (n = 330,000);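 active = versus positive control, 20 µM dose yields 30% or more activation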;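 also: 100% = tunicamycin at 10 µg/mL and 0% = DMSO only wells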
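Signal: luciferase luminescence; Assay system: CHO-XBP1 luciferase reporter cells; Amount: one thousand reporter cells per well; Dosing: 20 µM single concentration, DMSO 1%; Benchmarks: high control tunicamycin 10 µg/mL final, low control DMSO vehicle only; Schedule: 6 h compound exposure at 37 °C, 5% CO2; Evaluation: percent activation relative to tunicamycin reference.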
Mdm2-MdmX inh: inhibitors of human Mdm2/MdmX interaction. SaOS-2 split-luciferase Mdm2/MdmX complementation, luminescence. inhibition, % at 8 µM. O15151+Q00987. actives 3% (n = 330,000). AID 485346;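 active = inhibition of at least 50% at 8 µM in the primary screen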
APJ antag: antagonists of human APJ apelin receptor; CHO-K1 APJ beta-arrestin complementation, luminescence; actives 0.32% (n = 330,000); inhibition, % at 20 µM;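 active = inhibition above about 40% at 20 µM, limit read from the data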;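 also: cells challenged with 10 nM apelin-13 agonist together with compound; plate controls were apelin-13 plus DMSO wells for no effect and DMSO wells lacking apelin-13 for full effect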
Target sequence (P35414 whole entry, looked up): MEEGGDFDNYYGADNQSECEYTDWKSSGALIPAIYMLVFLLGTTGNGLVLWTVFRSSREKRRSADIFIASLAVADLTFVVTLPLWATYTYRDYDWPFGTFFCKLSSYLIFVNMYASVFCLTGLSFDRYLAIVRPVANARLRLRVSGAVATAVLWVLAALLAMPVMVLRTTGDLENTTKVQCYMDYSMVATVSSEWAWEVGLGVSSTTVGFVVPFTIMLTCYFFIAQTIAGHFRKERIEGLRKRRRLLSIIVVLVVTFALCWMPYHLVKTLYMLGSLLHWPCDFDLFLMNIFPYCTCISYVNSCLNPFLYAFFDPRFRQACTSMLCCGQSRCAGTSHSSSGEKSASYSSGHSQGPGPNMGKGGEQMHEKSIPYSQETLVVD
APJ agonist: agonists of human APJ apelin receptor. P35414. CHO-K1 APJ PathHunter beta-arrestin, luminescence; 0% DMSO wells, 100% apelin. activation, % at 20 µM. actives 0.11% (n = 330,000);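 active = activation more than six SD over the plate average, tested at 20 µM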;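 also: 0% = DMSO alone and 100% = apelin-13 at 10 nM; some results filed as inactive read as strong as hits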
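Test system: CHO-K1 APJ beta-arrestin complementation cell line | Compound: Single test compound dose, 20 µM final, 1% DMSO | Incubation: Compound 90 min 25 °C, reagent 1 h | Measured by: beta-gal luminescence | Read-out basis: APJ–arrestin association signal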
697 NFkB inh: lowers PMA/ionomycin-induced NF-kB signal in 697 B cells; 697 B-cell NF-kB luciferase reporter, 16 h; inhibition, % at 4 µM; actives 0.33% (n = 330,000); AID 435022; in the data active = inhibition above about 35%
* = called active by the depositor; x = no result given.

| Compound | UPR XBP1 act | 697 NFkB inh | APJ agonist | Mdm2-MdmX inh | APJ antag | Jurkat NFkB inh | UPR CHOP act | tim23-1 inh |
| --- | --- | --- | --- | --- | --- | --- | --- | --- |
| CCOc1ccc2nc(NCCCNS(=O)(=O)c3ccc(C)cc3)c(C#N)cc2c1 | 1.6 | 14.5 | 2.8 | 16.5 | -31.5 | -0.5 | 2.3 | 24.6 |
| O=C(CCSc1ccc(Cl)cc1)N1CCOCC1 | 4.5 | -17.6 | -1.6 | 10.8 | -0.8 | -22.2 | 3.9 | 13.4 |
| Cc1ccc(C(=O)N/C(=C/c2cccnc2)C(=O)N2CCCCCC2)cc1 | -3.3 | -0.9 | 6.3 | 7.8 | -7.0 | 1.8 | 0.3 | 14.8 |
| NC(=O)CSc1nnc2sc3ccccc3n12 | -2.3 | 18.1 | -0.5 | 6.0 | -4.6 | -3.4 | 2.4 | 12.0 |
| O=C(CC1NCCN(Cc2ccccc2)C1=O)Nc1ccccc1 (stereo not drawn) | 2.0 | 11.6 | -1.4 | 12.3 | 22.4 | 4.3 | -0.2 | 2.3 |
| Cc1nnc(SCC(=O)Nc2ccc(S(=O)(=O)N3CCCCC3)cc2)s1 | -0.9 | 4.1 | 0.8 | 12.6 | 6.1 | -6.9 | 2.1 | 15.1 |
| Cc1cccc(C)c1N1CCN(S(=O)(=O)N2CCOCC2)CC1 | 0.8 | 2.2 | -1.8 | 4.8 | -14.0 | 7.9 | -1.6 | 26.0 |
| Cc1cccc(NC(=O)/C(C#N)=C\c2cc(C)n(-c3ccc(C(=O)O)cc3)c2C)c1 | 1.6 | 26.8 | -4.6 | -12.2 | -2.7 | -10.8 | 1.2 | 9.4 |
| COCCN(C(=O)c1ccccc1OC)c1nnc(C)s1 | -1.1 | 25.4 | -1.2 | -8.5 | -5.7 | 1.5 | 0.6 | 2.8 |
| CC1(C)CC(=O)C2=C(C1)OC(N)=C(C#N)C21C(=O)N(Cc2ccccc2Cl)c2ccccc21 (stereo not drawn) | -1.9 | -1.0 | 3.9 | 14.2 | -18.3 | -18.6 | 2.7 | -6.2 |
| O=C(COC(=O)C1CC1)Nc1ccc(N=Nc2ccccc2)cc1 | -1.0 | -51.8 | -5.3 | -168.1 | 27.4 | -159.1 | 3.0 | 5.3 |
| Cc1noc(C)c1CCC(=O)O | -0.7 | -12.6 | -0.6 | 8.9 | -17.8 | 11.9 | -0.3 | 5.8 |
| Cc1ccc(S(=O)(=O)N2CCN(C(=O)COC(=O)/C=C/c3ccccc3)CC2)c(C)c1 | -0.5 | 3.9 | -3.1 | -25.2 | 16.6 | -9.1 | 0.7 | 1.8 |
| Cc1nn(C)c(C)c1S(=O)(=O)N(CC(=O)N1CCc2ccccc21)c1ccc(C(C)C)cc1 | -3.6 | 13.0 | -1.5 | 63.1* | -45.3 | 12.0 | 0.2 | 12.0 |
| CCN(CC)S(=O)(=O)c1ccc(-c2ccc(S(=O)(=O)N(CC)CC)cc2)cc1 | -0.6 | -64.4 | 1.9 | 21.6 | 5.4 | 7.2 | 8.5 | 17.1 |

A different layout for some results above.
Screens in order – UPR XBP1 act	697 NFkB inh	APJ agonist	Mdm2-MdmX inh	APJ antag	Jurkat NFkB inh	UPR CHOP act	tim23-1 inh
- CC1(C)CC(=O)C2=C(C1)OC(N)=C(C#N)C21C(=O)N(Cc2ccccc2Cl)c2ccccc21 (stereo not drawn)
  -1.9	-1.0	3.9	14.2	-18.3	-18.6	2.7	-6.2
- Cc1nnc(SCC(=O)Nc2ccc(S(=O)(=O)N3CCCCC3)cc2)s1
  -0.9	4.1	0.8	12.6	6.1	-6.9	2.1	15.1
- NC(=O)CSc1nnc2sc3ccccc3n12
  -2.3	18.1	-0.5	6.0	-4.6	-3.4	2.4	12.0
- Cc1ccc(C(=O)N/C(=C/c2cccnc2)C(=O)N2CCCCCC2)cc1
  -3.3	-0.9	6.3	7.8	-7.0	1.8	0.3	14.8

Next section.
| Compound | UPR XBP1 act | 697 NFkB inh | APJ agonist | Mdm2-MdmX inh | APJ antag | Jurkat NFkB inh | UPR CHOP act | tim23-1 inh |
| --- | --- | --- | --- | --- | --- | --- | --- | --- |
| Cc1ccccc1/C=C1\Sc2ccc(C(=O)N3CCN(c4ccccn4)CC3)cc2N(C)C1=O | 4.8 | -1.8 | -1.4 | 29.4 | -0.4 | 4.8 | -0.3 | 26.8 |
| CCc1c(C)sc(NC(=O)c2cc(-c3ccco3)on2)c1C#N | -2.1 | 7.8 | -5.6 | 18.5 | 24.4 | 2.0 | 0.8 | -2.4 |
| CNC(=O)c1cc2cc(Br)ccc2s1 | 0.6 | 0.6 | -0.4 | -13.6 | -2.7 | -8.8 | 2.5 | 9.3 |
| Cc1cc(=O)c2c(C)ccc(C)c2[nH]1 | -0.1 | 6.4 | -4.8 | -10.9 | 3.2 | -7.6 | 0.1 | 15.9 |
| COC(=O)CCCCCN1C(=O)NC(c2ccc(-c3ccccc3)cc2)C(C(=O)OCc2ccccc2)=C1C (stereo not drawn) | -2.0 | 7.8 | -1.3 | 22.2 | 21.6 | 8.2 | 0.7 | 1.3 |
| CC12CC3(C)CC(C)(C1)CC(C(=O)NCCc1ccc(S(N)(=O)=O)cc1)(C2)C3 | -4.7 | -18.1 | 7.8 | -11.7 | -12.4 | -8.7 | 0.0 | 20.8 |
| Cn1cccc1C(=O)OCC(=O)N1CCc2ccccc21 | 1.1 | -56.2 | -0.7 | -84.2 | -4.5 | -44.3 | 2.8 | -6.9 |
| Cn1cccc1C(=O)NC(=O)COC(=O)c1ccccc1Sc1ccccc1C#N | -3.5 | -3.0 | 4.8 | 19.2 | 3.6 | -6.8 | 1.8 | -5.6 |
| CSc1nc(Oc2ccc(F)cc2)c2ccccc2n1 | 3.4 | 14.1 | -3.9 | 10.5 | -14.3 | 3.5 | -1.1 | 14.4 |
| CCC(=O)c1ccc(OCc2ccc(C(=O)OC)cc2)cc1 | -0.3 | -90.9 | -2.1 | -72.6 | 2.6 | -10.6 | -0.3 | 11.0 |
| CCCCn1c(N)c(N(CC(C)C)C(=O)C2CC(=O)N(c3ccc4c(c3)OCCO4)C2)c(=O)[nH]c1=O (stereo not drawn) | -1.9 | 4.8 | 2.9 | -0.5 | -2.5 | 4.0 | -0.6 | 9.6 |
| O=[N+]([O-])c1ccccc1/C=N/N1CCN(c2ccccn2)CC1 | 3.2 | -16.0 | -1.4 | -31.3 | 8.4 | -31.3 | 1.1 | 19.1 |
| CCCn1c(SCC(=O)c2ccc3c(c2)OCCO3)nnc1C(C)C | 0.6 | 15.4 | -0.5 | 19.1 | 7.7 | 10.0 | 1.0 | 31.0 |
| CCOC(=O)CNC(=O)Cn1cnc2c(nnn2-c2ccc(F)cc2)c1=O | 0.7 | 11.0 | -3.4 | 7.4 | 3.1 | 10.6 | 0.1 | -7.7 |
| CCOc1ccc(OCC)c(NC(=O)CN2CCN(c3cccc(C)c3)CC2)c1 | -0.9 | 7.5 | -2.7 | 18.2 | -4.5 | 20.0 | -1.0 | 24.8 |
| C=CCOc1ccc(C[C@H](N)C(=O)NC[C@H]2O[C@@H](n3cnc4c(N)ncnc43)[C@H](O)[C@@H]2O)cc1 | 0.4 | -17.6 | x | 8.2 | x | x | 2.2 | 39.4 |
| O=[N+]([O-])c1ccc(S(=O)(=O)N2CCN=C2SCc2ccc(F)cc2)cc1 | -5.7 | 9.8 | 18.6 | 10.0 | -180.8 | 16.6 | 2.7 | 11.3 |
| O=C(OCc1ccccc1)C1CCCN1C(=O)c1ccccc1[N+](=O)[O-] (stereo not drawn) | 0.7 | 16.4 | -1.4 | 32.7 | -3.9 | -0.2 | -1.4 | 33.1 |
| CCC1CCCCN1C(=S)Nc1cccc(S(=O)(=O)N(C)C)c1 (stereo not drawn) | -3.1 | 4.0 | -1.0 | 7.0 | -0.9 | -2.7 | 1.8 | 21.2 |
| COc1cccc(CNC(=O)C(=O)NCC2OCCCN2S(=O)(=O)c2cc(C)ccc2C)c1 (stereo not drawn) | -4.6 | -4.3 | -6.5 | -10.0 | 4.7 | 20.1 | 0.7 | 23.5 |
| Cc1cc(C)c(S(=O)(=O)N2CCCC(C(=O)NC3CCCC3)C2)c(C)c1 (stereo not drawn) | -0.2 | 9.7 | -3.0 | -1.9 | -7.4 | -4.4 | 1.3 | 29.4 |
| C(=C\c1ccccc1)/C=N/Nc1nncc(-c2ccccc2)n1 | -0.9 | 4.8 | -2.8 | 44.1 | -2.4 | -0.1 | 0.0 | -11.4 |
| CCOC(=O)N1CCN(C(=S)NC2CCCCC2)CC1 | -1.4 | 12.3 | -2.2 | -1.8 | 3.9 | -14.2 | -1.9 | 7.5 |
| O=C(O)c1ccccc1C(=O)NCCc1c(C(=O)O)[nH]c2ccc(Cl)cc12 | -1.9 | 0.5 | -1.7 | -27.2 | -8.0 | 0.8 | -0.9 | 7.5 |
| COc1cc(C(=O)O/N=C(\N)Cc2ccc([N+](=O)[O-])cc2)cc(OC)c1OC | 4.5 | -56.4 | 12.8 | 85.1* | -53.0 | 26.0 | 0.5 | 22.4 |
| O=C(O)CSc1nnc(COc2ccc([N+](=O)[O-])cc2)n1-c1ccccc1 | -3.1 | 4.9 | -1.6 | 5.4 | 16.0 | 5.4 | 0.9 | -7.7 |
| O=C(NCCN1CCN(S(=O)(=O)c2ccc(F)cc2)CC1)C(=O)NCc1ccccc1 | 2.0 | 8.2 | -0.3 | 11.2 | -5.7 | 1.2 | 0.2 | 8.6 |
| CC(=O)Nc1ccc2nc(SCC(=O)NCCOc3ccccc3)sc2c1 | 1.3 | -8.6 | -1.7 | -3.8 | 8.2 | 3.8 | 2.0 | 12.1 |
| CCOc1ccc(CN2CCN(Cc3ccon3)CC2CCO)cc1 (stereo not drawn) | -0.7 | -5.3 | -0.6 | 19.5 | 10.1 | -1.5 | -1.5 | 3.3 |
| O=C(NCc1ccc(F)cc1)C1CCCN(c2nc3ccsc3c(=O)s2)C1 (stereo not drawn) | 0.9 | 11.2 | -3.0 | 14.3 | 5.1 | 8.7 | -1.8 | 8.6 |
| CCNc1nc(NC(C)C)nc(NS(=O)(=O)c2ccc(Cl)cc2)n1 | 1.5 | -7.8 | -1.1 | 10.1 | 9.0 | 12.9 | -0.8 | -8.0 |
| CC(NC(=O)COc1ccc(S(=O)(=O)N2CCOCC2)cc1)c1ccccc1 (stereo not drawn) | -0.5 | 7.9 | -2.6 | 7.5 | -59.7 | -3.5 | 0.5 | -1.8 |
| Cc1ccc(NS(=O)(=O)c2ccc3c(c2)N(C)CCO3)cc1 | -5.3 | -30.9 | 6.0 | 10.2 | -2.4 | -8.6 | 3.9 | 28.2 |
| CCOC(=O)C1CCN(c2c(NCc3ccc(C(=O)N(C)Cc4ccccc4)cc3)c(=O)c2=O)CC1 | -2.7 | 14.1 | -3.1 | 14.5 | -6.5 | -3.4 | 0.5 | -0.4 |
| CC1CCCN(C(=O)c2ccc(Cl)c(S(=O)(=O)N3CCCCCC3)c2)C1 (stereo not drawn) | -1.2 | -16.0 | -2.5 | 8.5 | 2.4 | -9.8 | 4.7 | 34.7 |
| CC(C)(C)[C@H]1CCC(=O)N([C@H](CC#N)Cc2ccccc2)CC1 | 0.9 | 9.3 | 5.9 | -7.9 | 3.9 | 16.0 | 2.4 | 8.1 |
| N#Cc1c(NC(=O)CSc2nnc(-c3ccco3)n2-c2ccccc2)sc2c1CCC2 | -3.3 | -0.3 | -5.0 | 12.2 | 7.8 | 2.8 | -1.0 | 12.3 |
| COc1ccc(C(=S)N2CCN(c3cccc(Cl)c3)CC2)cc1 | -2.5 | -14.6 | -1.4 | 6.3 | -5.3 | 15.1 | -1.1 | 22.9 |
